High-throughput results as filed in PubChem BioAssay.
TRHR ag: agonists of human TRH receptor. P34981. TRHR cells, calcium flux fluo-8, FDSS agonist mode. activation, % at 2 µM. actives 0.18% (n = 360,000). AID 493084; in the data active means activation above about 30%; further: 0% is about no effect
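TRHR-expressing cells loaded with fluo-8 calcium dye; 23 nL library compound pin-transferred, kinetic FDSS fluorescence (Ex 480/Em 530) recorded about 180 s for agonist-induced calcium release, before a 10 nM TRH EC20 addition for potentiator mode.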
TrxR1 substrate: substrates of rat thioredoxin reductase 1; O89049; actives 0.01% (n = 390,000); Potency, µM (highest dose often 114 µM), inactives show top-dose activity change, negative = substrate turnover; purified TrxR1 substrate turnover, NADPH consumption readout; further: potency means the concentration at half of the fitted maximal effect; on the % scale 0 is the no-effect control and ±100 the full control effect; nearly all actives have a fitted effect of over 50% in size
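Rat TrxR1, dispensed at 90 nM, was prereduced with 400 uM NADPH (final) for 5 min at ~22 deg C, then incubated with compound 15 min before 400 uM selenite. A first-read NADPH fluorescence drop versus no-compound background flagged substrates.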
PI4K2A block: blocks human PI4K2A kinase activity. activity change, negative = inhibition, % at 76.9 µM. purified PI4K2A, ADP-Glo luminescence, 1 h; hits give low values. AID 1346378. Q9BTU6. actives 0.13% (n = 420,000); in the data active means activity change below about -50%; inconclusive means mostly about -30% to -49%;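 further: -100% = wells without enzyme as full effect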
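Compounds are screened against recombinant PI4K2A using PI as substrate and ATP, the latter dispensed at 300 microM. Reactions run one hour at ambient temperature before ADP-Glo detection; full inhibition defined by wells lacking enzyme.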
mIDH1 inhibitor: human IDH1 R132H inhibition. O75874. IDH1-R132H enzyme, NADPH consumption, diaphorase/resazurin fluorescence. Potency, µM (highest dose often 76.6 µM), for inactives: at the top dose activity change, negative = inhibition, hits mostly inhibitors. actives 0.093% (n = 390,000). AID 602179; further: potency means the concentration at half of the fitted maximal effect; on the % scale 0 is the no-effect control and ±100 the full control effect; nearly all actives have a fitted effect of over 65% in size
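IDH1-R132H (0.5 ug/mL dispensed) in pH 7.5 Tris buffer was preincubated 30 min with compound, then given a substrate mix of 0.016 mM NADPH and 2 mM alpha-KG for 80 min at room temperature; remaining NADPH was read by diaphorase/resazurin fluorescence.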
TRHR enhancer: allosterically enhances the human TRH receptor | P34981 | actives 0.66% (n = 360,000) | TRHR cells, fluo-8 calcium fluorescence, EC20 TRH enhancement | enhancement, % at 2 µM | AID 493056; in the data active means enhancement above about 30%; further: 0% is about no effect
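Enhancer read-out: after compound pinning and an initial kinetic agonist-mode read, an EC20 of TRH (10 nM final) was injected and fluo-8 calcium signal (Ex 480/Em 530) followed at 1 s/cycle for 100 cycles in TRHR-expressing cells.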
D2 ag: activates the human D2 dopamine receptor; P14416; HEK293 T-REx D2 cells, calcium flux agonist mode; activation, % at 2 µM; actives 0.53% (n = 340,000); AID 485358;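 active means activation over 3 SD above normal in the single-dose calcium agonist read, cut at about 30% in these data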; further: 0% is about no effect
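Tetracycline-induced HEK293 Trex cells with D2 receptor force-coupled to calcium signaling, plated overnight at 30 C and loaded with no-wash calcium dye. Calcium flux read kinetically for 180 s after compound addition; responses flag agonists.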
USP1-UAF1 inh: USP1/UAF1 (human) deubiquitinase inhibition. O94782. recombinant USP1/UAF1, Ub-Rhodamine cleavage fluorescence. Potency, µM (top dose mostly 57.1 µM), inactives show top-dose activity change, negative = inhibition, usual class: inhibitors. actives 0.23% (n = 390,000). AID 743255; further: potency means the concentration at half of the fitted maximal effect; on the % scale 0 is the no-effect control and ±100 the full control effect; nearly all actives have a fitted effect of over 60% in size; inactives centre near -12
Target sequence (O94782 whole entry, looked up): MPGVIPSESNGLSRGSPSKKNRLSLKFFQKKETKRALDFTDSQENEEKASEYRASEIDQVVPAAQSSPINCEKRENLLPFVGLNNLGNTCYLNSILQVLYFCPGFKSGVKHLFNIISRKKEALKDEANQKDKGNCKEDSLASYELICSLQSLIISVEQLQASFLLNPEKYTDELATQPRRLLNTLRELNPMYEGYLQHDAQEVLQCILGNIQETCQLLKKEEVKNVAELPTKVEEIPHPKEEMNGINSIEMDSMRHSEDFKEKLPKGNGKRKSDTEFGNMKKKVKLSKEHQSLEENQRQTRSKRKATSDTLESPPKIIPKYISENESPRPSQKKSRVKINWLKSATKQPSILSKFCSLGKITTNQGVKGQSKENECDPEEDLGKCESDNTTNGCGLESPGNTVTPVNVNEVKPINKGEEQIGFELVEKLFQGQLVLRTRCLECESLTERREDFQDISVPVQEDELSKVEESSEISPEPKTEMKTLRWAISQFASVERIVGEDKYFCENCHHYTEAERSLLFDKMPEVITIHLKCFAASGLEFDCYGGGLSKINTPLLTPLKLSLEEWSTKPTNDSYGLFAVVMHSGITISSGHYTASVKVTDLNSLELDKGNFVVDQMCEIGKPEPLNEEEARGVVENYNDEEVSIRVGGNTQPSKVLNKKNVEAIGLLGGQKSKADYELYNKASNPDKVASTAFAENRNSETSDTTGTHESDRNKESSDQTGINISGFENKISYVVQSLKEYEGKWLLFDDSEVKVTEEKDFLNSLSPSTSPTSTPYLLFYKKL
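Step one: compound is pinned into 1nM USP1/UAF1 in HEPES pH 7.8 buffer with TCEP. Step two: 15 min room-temperature incubation. Step three: Ub-Rho (150nM final) starts cleavage, tracked by fluorescence over six one-minute reads.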
D2 antagonist: D2 dopamine receptor (human) antagonism; P14416; HEK293 TREx D2 cells, calcium flux, dopamine EC80; inhibition, % at 10 µM; actives 2% (n = 340,000); AID 485344; in the data active means inhibition above about 30%; further: 0% is about no effect
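Antagonism is scored as inhibition of an EC80 dopamine-evoked calcium signal in a force-coupled, tetracycline-inducible HEK293 T-REx D2 line, with compound present 180 s before agonist.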
TrxR1 inh: blocks rat thioredoxin reductase 1; O89049; recombinant rTrxR1, NADPH fluorescence consumption, selenite substrate; Potency, µM (titrated, usually from 114 µM), for inactives: at the highest dose activity change, negative = inhibition, usual class: inhibitors; actives 1% (n = 390,000); AID 588453; further: potency means the concentration at half of the fitted maximal effect; on the % scale 0 is the no-effect control and ±100 the full control effect; nearly all actives have a fitted effect of over 65% in size
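Rat TrxR1 (90 nM in the dispensed reagent) was pre-reduced with 400 uM NADPH for 5 min at room temperature, then incubated with compound for 15 min. After 400 uM selenite was added, NADPH fluorescence (Ex 340/Em 450 nm) was followed for 8 min.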
The depositor's hits bear a star; ? = inconclusive; . = no result given; [ ] = remark or other dose. Unless noted, the call rests on the fitted dose curve; in most records, active means well fitted inhibition curve with a large enough effect; inconclusive means small, poorly fitted or top-dose-only effect; inactive means no such curve, though single readings can be large or run the other way. Random draw from the library; overall some 3.9% were active at least once.

The line under a structure holds: TRHR ag	TrxR1 substrate	PI4K2A block	mIDH1 inhibitor	TRHR enhancer	D2 ag	USP1-UAF1 inh	D2 antagonist	TrxR1 inh
- CCCn1c(C)cc(C(=O)COc2ccc(S(=O)(=O)N(CC)CC)cc2[N+](=O)[O-])c1C
 : 0.1	-3%[57.1 µM]	0	4%	-2	1.3	-16%	-33	-6%[57.1 µM]
- N=C1C(c2ccccc2)=C(O)CN1CCO
 : -1.3	-9%	-1	5%	4	-0.9	-4%	6	-11%
- N#Cc1c(NC(=O)CSCC(=O)O)sc2c1CCCC2
 : 0.5	4%	4	2%	1	-0.5	-3%	-14	13%
- COC(=O)c1cn(-c2ccc(F)cc2)c(=O)c2ccccc12
 : -1.1	7%[57.1 µM]	0	0%	0	2.7	-16%	-6	18%[57.1 µM]
- O=C(OC(C(=O)NC1CCCC1)c1ccncc1)C1=Cc2ccccc2OC1 (stereo unspecified)
 : -0.8	10%[57.1 µM]	8	8%	-2	0.4	-13%	0	19%[57.1 µM]
- CCOCCCNC(=S)N(CCO)Cc1cc2cc3c(cc2[nH]c1=O)OCCO3
 : -0.2	35%[activator]	-4	2%	12	.	-11%	.	5%
- COc1cccc(-n2c(=O)c3sccc3n(Cc3cc(=O)n4cc(Cl)ccc4n3)c2=O)c1
 : -2.1	11%	1	-9%	10	-0.4	-14%	.	6%
- COc1cccc(CNC(=O)c2nnn(CC(=O)Nc3ccc(Br)cc3)c2N)c1
 : 1.4	-2%	-10	-5%	11	0.6	-11%	4	26%
- O=C(CCN1CCC(c2ccccc2)C1)c1ccccc1 (stereo unspecified)
 : 0.1	6%[2.29 µM]	-11	0%	-3	.	-16%	.	?
- Cc1cccc(NC(=O)C2CC(=O)OC23CCCCC3)c1 (stereo unspecified)
 : 1.8	-3%	3	10%	-1	0.4	-13%	-9	5%
- CN1N=C2c3ccccc3CCC2C1c1ccc(Cl)cc1 (stereo unspecified)
 : -0.5	11%[11.4 µM]	4	3%	16	0.0	?	6	22%[11.4 µM]
- CC1=C(C(=O)Nc2ccccc2C(=O)N2CCCCC2)SCCO1
 : -0.5	0%	7	-2%	-1	1.2	-19%	11	15%
- O=C(NNc1ccc([N+](=O)[O-])cc1[N+](=O)[O-])C1C2CCCCC21 (stereo unspecified)
 : 0.0	7%	-8	11%	24	3.8	-8%	23	25%
- O=C(Nc1ccc(Cl)cc1)N1CCCC1
 : 0.0	11%	0	14%	2	-1.1	-6%	-15	26%
- O=C(NCc1ccc(F)cc1)c1cnc2n(c1=O)CCS2
 : -0.2	-2%	-2	8%	1	-2.0	-22%	-25	25%
- COCCn1c(-c2ccc(OC)c(OC)c2)nc2ccccc21
 : 0.1	23%	1	4%	2	1.9	-17%	-3	1%[57.1 µM]
- CCn1c(C)cc(C(=O)CSc2nnnn2C2CCCC2)c1C
 : 0.2	-6%	4	4%	6	-0.3	-16%	30*	-22%
- CNS(=O)(=O)c1ccc(NC(=O)Nc2ccc3c(c2)OCO3)cc1
 : 0.2	-2%	-2	-16%	2	0.2	-2%	3	11%
- COc1ccc(NC(=O)Nc2ccccc2C(N)=O)cc1OC
 : 0.6	5%	11	13%	-3	0.7	-1%	-19	22%
- Nc1c(C(=O)Nn2cnnc2)cc([N+](=O)[O-])cc1[N+](=O)[O-]
 : 0.0	.	.	.	27	0.4	.	-9	.

A portion taken from the entries so far, as a working copy:
The line under a structure holds: TRHR ag	TrxR1 substrate	PI4K2A block	mIDH1 inhibitor	TRHR enhancer	D2 ag	USP1-UAF1 inh	D2 antagonist	TrxR1 inh
- CCCn1c(C)cc(C(=O)COc2ccc(S(=O)(=O)N(CC)CC)cc2[N+](=O)[O-])c1C
 : 0.1	-3%[57.1 µM]	0	4%	-2	1.3	-16%	-33	-6%[57.1 µM]
- N=C1C(c2ccccc2)=C(O)CN1CCO
 : -1.3	-9%	-1	5%	4	-0.9	-4%	6	-11%
- N#Cc1c(NC(=O)CSCC(=O)O)sc2c1CCCC2
 : 0.5	4%	4	2%	1	-0.5	-3%	-14	13%
- COC(=O)c1cn(-c2ccc(F)cc2)c(=O)c2ccccc12
 : -1.1	7%[57.1 µM]	0	0%	0	2.7	-16%	-6	18%[57.1 µM]
- O=C(OC(C(=O)NC1CCCC1)c1ccncc1)C1=Cc2ccccc2OC1 (stereo unspecified)
 : -0.8	10%[57.1 µM]	8	8%	-2	0.4	-13%	0	19%[57.1 µM]
- CCOCCCNC(=S)N(CCO)Cc1cc2cc3c(cc2[nH]c1=O)OCCO3
 : -0.2	35%[activator]	-4	2%	12	.	-11%	.	5%
- COc1cccc(-n2c(=O)c3sccc3n(Cc3cc(=O)n4cc(Cl)ccc4n3)c2=O)c1
 : -2.1	11%	1	-9%	10	-0.4	-14%	.	6%
- COc1cccc(CNC(=O)c2nnn(CC(=O)Nc3ccc(Br)cc3)c2N)c1
 : 1.4	-2%	-10	-5%	11	0.6	-11%	4	26%
- O=C(CCN1CCC(c2ccccc2)C1)c1ccccc1 (stereo unspecified)
 : 0.1	6%[2.29 µM]	-11	0%	-3	.	-16%	.	?
- Cc1cccc(NC(=O)C2CC(=O)OC23CCCCC3)c1 (stereo unspecified)
 : 1.8	-3%	3	10%	-1	0.4	-13%	-9	5%
- CN1N=C2c3ccccc3CCC2C1c1ccc(Cl)cc1 (stereo unspecified)
 : -0.5	11%[11.4 µM]	4	3%	16	0.0	?	6	22%[11.4 µM]
- CC1=C(C(=O)Nc2ccccc2C(=O)N2CCCCC2)SCCO1
 : -0.5	0%	7	-2%	-1	1.2	-19%	11	15%
- O=C(NNc1ccc([N+](=O)[O-])cc1[N+](=O)[O-])C1C2CCCCC21 (stereo unspecified)
 : 0.0	7%	-8	11%	24	3.8	-8%	23	25%
- O=C(Nc1ccc(Cl)cc1)N1CCCC1
 : 0.0	11%	0	14%	2	-1.1	-6%	-15	26%

Other compounds follow.
The line under a structure holds: TRHR ag	TrxR1 substrate	PI4K2A block	mIDH1 inhibitor	TRHR enhancer	D2 ag	USP1-UAF1 inh	D2 antagonist	TrxR1 inh
- CCOC(=O)CN1C(=O)N(CC(=O)OCC)C(c2ccccc2)(c2ccccc2)C1=O
 : -0.4	4%	1	2%	1	-0.7	-10%	-2	7%
- CC(C)CCNC(=O)C(c1ccco1)N(CC1CCCO1)C(=O)Cn1nnc2ccccc21 (stereo unspecified)
 : -0.2	5%	5	6%	-7	-0.1	-26%	-10	4%
- CCN(CCNC(=O)C1CCN(S(=O)(=O)CC)CC1)c1ccccc1
 : 0.7	14%[57.1 µM]	-1	6%	15	0.4	-20%	-9	10%
- CC(C)COC(=O)NCC12C=CC(O1)C1C(=O)N(c3ccc(Cl)cc3)C(=O)C12 (stereo unspecified)
 : 0.9	13%[57.1 µM]	-7	7%	2	0.7	-4%	-2	14µM*
- C=CCC1(CC=C)CCCN1C(=O)c1cc(COc2ccc(-n3cncn3)cc2)on1
 : -0.7	-5%	0	0%	-1	0.6	-17%	0	15%
- O=[N+]([O-])c1ccccc1/C=N\Nc1nccs1
 : -0.1	4%[57.1 µM]	3	23%	-4	-2.1	0%	-22	5%[57.1 µM]
- C=CC[C@@H](CC(=O)N[C@H](CO)Cc1ccccc1)C(=O)NCCOC(=O)[C@@H](CC=C)CC(=O)OC(C)(C)C
 : .	9%	-4	0%	.	.	-28%	.	16%
- CCOc1ccccc1NC(=O)c1nc(-c2ccccc2)oc1C
 : 1.9	8%	-6	4%	5	-0.2	-30%	9	14%
- CCOc1c(Br)cc(C2CC(=O)Nc3cc4c(cc32)OCO4)cc1OC (stereo unspecified)
 : -1.0	-11%	-7	4%	5	0.8	?	.	-11%
- O=S(=O)(Nc1cccc(S(=O)(=O)N2CCCCCC2)c1)c1ccccc1
 : -2.6	-9%	-2	-15%	1	1.2	-20%	3	-12%
- CCCN1CCN(CCCNC(=S)Nc2ccc(F)cc2)CC1
 : 0.1	5%	8	-2%	2	-0.1	-22%	6	4%
- COCCn1c(=S)[nH]c2sc3c(c2c1=O)CCC(C)C3 (stereo unspecified)
 : -0.4	-4%	3	-2%	-1	.	-2%	.	?
- CN1C(c2ccccc2)CC(=NO)CC1c1ccccc1 (stereo unspecified)
 : 0.2	-4%	-2	-6%	4	0.3	-6%	-1	6%
- O=S(=O)(c1ccccc1)c1nnn2c1nc(Nc1ccccc1)c1cc(Cl)ccc12
 : 0.3	22%	-4	5%	4	-0.1	-6%	.	28%
- Cc1ccc(/C=N/n2c(-c3ccco3)n[nH]c2=S)s1
 : -1.2	-8%	4	-1%	0	-0.4	-15%	-16	-5%[57.1 µM]
- CCO/C(C)=C1\C(=O)N(CC)c2ccccc21
 : -0.6	6%[57.1 µM]	-2	0%	0	.	-16%	.	11%[57.1 µM]
- C=CCNc1nc2ccccc2nc1NS(=O)(=O)c1cccc(C)c1
 : -0.1	15%	1	12%	0	1.1	-21%	-24	5%
- Cc1cc(C(=O)COC(=O)C2=COCCO2)c(C)n1-c1ccc2c(c1)OCO2
 : -0.7	-4%	-1	10%	4	1.4	-14%	16	9%
- CCCC(=O)Nc1ccc2c(c1)c1ccccc1n2CC
 : -0.3	2%	1	7%	1	0.9	-3%	-2	8%

Some of these compounds in order of their number in PI4K2A block, high to low.
mol	PI4K2A block
COCCn1c(=S)[nH]c2sc3c(c2c1=O)CCC(C)C3 (stereo unspecified)	3
COCCn1c(-c2ccc(OC)c(OC)c2)nc2ccccc21	1
CC(C)COC(=O)NCC12C=CC(O1)C1C(=O)N(c3ccc(Cl)cc3)C(=O)C12 (stereo unspecified)	-7
